ELG1 genotox = qHTS screen for small molecules that induce genotoxicity in human embryonic kidney (HEK293T) cells expressing luciferase-tagged ELG1; HEK293T ELG1-luciferase reporter, luminescence, 16 h; Potency, µM (series often up to 46 µM), for inactives: top-dose activity change, positive = activation, actives largely listed as activators; actives 1.3% (n = 330,000); note: potency is the fitted concentration of half-maximal effect; % of control where 0% means no effect; nearly all actives have a fitted effect of over 60% in size
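Step 1: seed 2,000 HEK293T ELG1-luciferase cells per well. Step 2: add compound or DMSO, incubate 16 hr at 37 °C. Step 3: ONE-Glo, 30 min at room temperature, read luminescence.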
Rab9 prom act = qHTS Assay for Rab9 Promoter Activators; Huh7 Rab9 promoter-luciferase reporter, luminescence, 24 h; Potency, µM (titrated, usually from 9.22 µM), inactives show at the highest dose activation, negative = inhibition, usual class: activators; actives 2.8% (n = 320,000); AID 485297, 2010; note: potency is the fitted concentration of half-maximal effect; % of control where 0% means no effect; nearly all actives have a fitted effect of over 60% in size
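Huh7 cells stably carrying a Rab9 promoter-luciferase reporter, 1500 cells per well in OP-MEM I with 10% FBS, treated with compound 24 hours at 37C. Luciferase activity read by luminescence after 10 minutes with Amplite reagent.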
Giardia killer = Small Molecules that selectively kill Giardia lamblia: qHTS; activity change, % at 7.66 µM, hits read low; actives 0.15% (n = 340,000); Giardia lamblia trophozoite viability; in the data active = activity change below about -80%; inconclusive = between about -30% and that limit;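 note: parasites exposed to compound for two days anaerobically before the ATP read; % is set by controls: 0 for no effect and ±100 for the full control effect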
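Luminescence from cellular ATP indicates surviving trophozoites (100 cells/well) following 48 hrs anaerobic compound treatment at 37 deg C; signal develops 15-30 min at room temperature.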
uPA surface inh = qHTS for Inhibitors of Cell Surface uPA Generation; cell surface uPA generation assay, qHTS; Potency, µM (doses to about 38.3 µM), for inactives: top-dose activity change, negative = inhibition, usual class: inhibitors; actives 0.31% (n = 330,000); active = well fitted inhibition curve with a large enough effect; inconclusive = small, poorly fitted or top-dose-only effect; inactive = no such curve, though single readings can be large or run the other way; tested in mouse RAW 264.7 cells; note: potency is the fitted concentration of half-maximal effect; % is set by controls: 0 for no effect and ±100 for the full control effect; nearly all actives have a fitted effect of over 55% in size
Tb PFK block = qHTS Assay to Find Inhibitors of T. brucei phosphofructokinase; ATP-dependent 6-phosphofructokinase (Trypanosoma brucei brucei), O15648; T. brucei PFK, ADP-Glo luminescence; Potency, µM (highest dose often 57.5 µM), without a hit: top-dose activity, negative = inhibition, hits mostly inhibitors; actives 0.17% (n = 330,000); AID 485367, 2010;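 note: potency is the fitted concentration of half-maximal effect; 0% = uninhibited 1x PFK enzyme wells and -100% = no-enzyme wells; nearly all actives have a fitted effect of over 60% in size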
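Luminescent ADP detection (ADP-Glo, two-step: ATP depletion then ADP-to-ATP conversion for luciferase) reported PFK activity after 45 min room-temperature reaction of 1.25 nM enzyme with 0.5 mM F6P and 0.1 mM ATP at pH 8.0.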
Coupling enz = qHTS Assay for Inhibitors of Fructose-1,6-bisphosphate Aldolase from Giardia Lamblia: Coupling assay counterscreen; activity change, negative = inhibition, % at 58.2 µM, hits read low; actives 0.67% (n = 290,000); coupling enzyme system counterscreen, AmpLite Red fluorescence; in the data active = activity change below about -30%; note: % is set by controls: 0 for no effect and ±100 for the full control effect
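Final compound at 57.5 uM, incubated 10 min at RT with coupling enzyme reagent (glyceraldehyde-3-phosphate), then 20 min with substrate and AmpLite Red detection. Fluorescence read at 525/598 nm; tests interference with the coupling assay, not aldolase inhibition.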
KCNH2 3.1 block = qHTS for Inhibitors of KCHN2 3.1: Mutant qHTS | activity change, % (tested at about 1.8 µM) | Potassium voltage-gated channel subfamily H member 2, brain isoform KCNH2 3.1 (human) | actives 0.95% (n = 340,000) | U2OS KCNH2 3.1, thallium flux FluxOr; stronger effect = lower value;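 active = maximum activity change below -70%; inconclusive = maximum activity change from -70% to -50%; inactive = maximum activity change above -50%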;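 note: thallium influx rate constant from kinetic fluorescence after stimulation buffer; % is set by controls: 0 for no effect and ±100 for the full control effect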
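Kinetic fluorescence (2 min after stimulation buffer) measures Tl+ influx through KCNH2 3.1 expressed by viral transduction in U2OS cells; the rate constant is normalized against DMSO controls serving as positive and negative references.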
NPC1 promoter act = qHTS Assay for NPC1 Promoter Activators; AID 485313, 2010; Potency, µM (top dose mostly 9.22 µM), without a hit: at the top dose activation, usual class: activators; Huh7 NPC1 promoter luciferase reporter, 24 h; actives 2.4% (n = 320,000);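 note: potency is the fitted concentration of half-maximal effect; % of control where 0% means no effect; nearly all actives have a fitted effect of over 60% in size; reporter is driven by a mutant NPC1 promoter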
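Cells: Huh7 expressing luciferase under the NPC1 promoter, 1500/well. Seeded 2 h, compound added, incubated 24 h at 37 °C. Luciferase reagent, 10 min ambient, then luminescence.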
VP16 counter = VP16 counterscreen qHTS for inhibitors of ROR gamma transcriptional activity; Drosophila S2 Gal4-VP16 UAS-luciferase, luminescence, 20 h; Potency, µM (series often up to 53.6 µM), for inactives: at the highest dose activity, negative = inhibition, actives largely listed as inhibitors; actives 3.5% (n = 310,000); AID 2546, 2010;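 note: Gal4-VP16 expression switched on by copper sulfate through the metallothionein promoter; potency is the fitted concentration of half-maximal effect; % is set by controls: 0 for no effect and ±100 for the full control effect; nearly all actives have a fitted effect of over 50% in size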
RORg inh = qHTS for inhibitors of ROR gamma transcriptional activity | Nuclear receptor ROR-gamma (Mus musculus), P51450 | Drosophila S2 Gal4-RORgamma UAS-luciferase reporter, 20 h | Potency, µM (doses to about 53.6 µM), for the others: top-dose activity change, negative = inhibition, actives largely listed as inhibitors | actives 5.4% (n = 310,000); note: potency is the fitted concentration of half-maximal effect; % is set by controls: 0 for no effect and ±100 for the full control effect; nearly all actives have a fitted effect of over 60% in size
Target sequence (P51450 whole entry, looked up, the tested form may be a part): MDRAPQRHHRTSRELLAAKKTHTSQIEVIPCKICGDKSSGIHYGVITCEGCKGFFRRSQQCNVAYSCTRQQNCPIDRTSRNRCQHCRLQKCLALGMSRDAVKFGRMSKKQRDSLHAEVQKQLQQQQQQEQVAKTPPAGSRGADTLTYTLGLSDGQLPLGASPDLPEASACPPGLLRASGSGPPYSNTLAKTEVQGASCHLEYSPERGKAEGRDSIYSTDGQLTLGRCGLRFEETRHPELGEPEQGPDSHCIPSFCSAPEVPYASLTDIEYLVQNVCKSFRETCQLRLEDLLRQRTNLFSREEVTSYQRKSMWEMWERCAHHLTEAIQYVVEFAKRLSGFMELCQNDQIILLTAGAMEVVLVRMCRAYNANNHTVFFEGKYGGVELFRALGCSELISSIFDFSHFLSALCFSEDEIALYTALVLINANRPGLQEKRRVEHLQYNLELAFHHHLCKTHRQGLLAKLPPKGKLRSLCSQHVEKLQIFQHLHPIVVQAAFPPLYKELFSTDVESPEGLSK
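Schneider cells (Drosophila), stable Gal4 DBD–ROR gamma + UAS-luc; 1 hr cmpd preincubation; Cu2+ induction 700 uM final; 20 hr ambient; luminescence.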
FLuc counter = qHTS profiling assay for firefly luciferase inhibitor/activator using purifed enzyme and Km concentrations of substrates (counterscreen for miR-21 project) | Luciferin 4-monooxygenase (Photinus pyralis), P08659 | purified FLuc, Km substrates, luminescence inhibition | Potency, µM (doses to about 57.5 µM), inactives show at the highest dose activity change, negative = inhibition, most hits filed as inhibitors | actives 6.9% (n = 360,000) | AID 588342, 2011;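 note: potency is the fitted concentration of half-maximal effect; plate controls were vehicle for no effect and reference inhibitor for full effect; nearly all actives have a fitted effect of over 55% in size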
Target sequence (P08659 whole entry, looked up): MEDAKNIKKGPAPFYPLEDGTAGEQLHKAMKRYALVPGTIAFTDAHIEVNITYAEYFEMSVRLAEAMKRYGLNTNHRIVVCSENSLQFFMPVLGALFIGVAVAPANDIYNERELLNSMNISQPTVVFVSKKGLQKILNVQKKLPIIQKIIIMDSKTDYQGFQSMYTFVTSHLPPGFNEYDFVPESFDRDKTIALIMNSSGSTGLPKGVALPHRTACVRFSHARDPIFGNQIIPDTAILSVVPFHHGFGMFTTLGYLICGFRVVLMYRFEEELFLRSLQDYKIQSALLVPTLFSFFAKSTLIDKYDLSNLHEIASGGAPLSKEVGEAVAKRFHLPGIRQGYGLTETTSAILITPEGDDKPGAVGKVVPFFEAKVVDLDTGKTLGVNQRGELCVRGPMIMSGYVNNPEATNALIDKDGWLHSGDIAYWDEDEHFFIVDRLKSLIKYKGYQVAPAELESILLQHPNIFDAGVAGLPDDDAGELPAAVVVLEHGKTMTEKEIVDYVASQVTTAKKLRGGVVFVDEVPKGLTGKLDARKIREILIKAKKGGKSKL
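Purified P. pyralis luciferase (10nM final) with 10uM D-luciferin and 10uM ATP (Km levels) in 50mM Tris acetate pH 7.5, 10mM Mg acetate, 0.01% Tween-20, 0.05% BSA; qHTS 6-point titration, ~60 µM downward; luminescence read.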
The depositor's hits bear a star; ? = inconclusive; . = not tested or not shown; [ ] = another dose, or the depositor's remark. Unless noted, calls come from the whole dose curve; as a rule, active = well fitted curve in the direction sought with a large enough effect; inconclusive = small, poorly fitted or top-dose-only effect, or another doubt; inactive = no such curve, though single readings can be large; an effect the other way counts as inactive or inconclusive.

Structure	ELG1 genotox	Rab9 prom act	Giardia killer	uPA surface inh	Tb PFK block	Coupling enz	KCNH2 3.1 block	NPC1 promoter act	VP16 counter	RORg inh	FLuc counter
COc1cc(OC)cc(C(=O)Nc2ccc(-c3nc4ccccc4o3)c(O)c2)c1	-5%	?	-10	6%	5%	-1	-93*	?	?	11µM*	?
O=C(N/N=C/c1cc([N+](=O)[O-])ccc1O)NC12CC3CC(CC(C3)C1)C2	15µM*	-2%	3	-5%	-1%	1	20	14%	?	3.5µM*	?
Cc1cccc(C)c1NC(=O)CN(C)S(=O)(=O)c1ccc(-c2ccc(=O)[nH]n2)s1	1%	-8%	-27	8%	1%	.	-177*	-1%	8%	-22%	-2%
O=C(NCc1ccc(F)cc1)c1ccc[nH]1	0%	-9%	-8	2%	-7%	-1	-12	-2%	-10%[10 µM]	-8%	-3%
O=C(NCc1ccc(F)cc1)c1cccc2c1C(=O)N(Cc1cccnc1)C2	-2%	3%	11	-5%	-16%	-1	12	-8%	-3%	2%	0%
Cc1ccnc(NC(=O)c2sc3cc(Cl)ccc3c2Cl)c1	2.9µM*	0.63µM*	-6	10%	-16%	1	.	0.13µM*	?	2µM*	0.6µM*
O=C(C1CCN(S(=O)(=O)c2cccnc2)CC1)N1CCCCC1	-1%	2%	-1	-3%	-1%	-3	7	1%	-4%	-15%	0%
CN(C)CC(C)(C)CNC(C(=O)Nc1ccc(Cl)cc1C(F)(F)F)c1ccccc1 (centres undefined)	-5%	14%	-15	1%	-3%	10	12	4%	-16%	-19%	-5%
COc1ccc(C)cc1Cn1nnc2ccccc21	3%	-4%	4	-18%	-18%	.	2	-2%	.	.	-2%
O=c1c(S(=O)(=O)c2ccc(Cl)cc2)cn(Cc2ccccc2)c2ccc(F)cc12	-9%	-14%	4	-2%	-2%	0	-10	-5%	-3%	?	5%
CCN(CC(=O)Nc1ccc2c(c1)OCCO2)CC(=O)Nc1ccc(C)c([N+](=O)[O-])c1	0%	.	48[activator]	-3%	-3%	.	-19	.	.	.	.
C=CCN(CC=C)C(=O)c1cccc(OC2CCN(S(=O)(=O)N(C)C)CC2)c1	-11%	4%	3	0%	-1%	3	21	-5%	5%	33%	-1%
COc1ccc(NC(=O)CN(c2cc(C)cc(C)c2)S(=O)(=O)c2c(C)noc2C)cc1	-8%	-9%	6	-4%	-5%	0	1	1%	-4%	?	-2%
CCCCN(CC)C(=O)/C=C/c1cccc([N+](=O)[O-])c1	0%	6%	-8	13%	-3%	4	11	-3%	-7%	27%	-2%
CCCCCCN=CC1=C(O)C(C(=O)OC)C(C)(C)CC1=O (centres undefined)	-1%	-35%[inhibitor]	-5	1%	2%	-1	-2	1%	-1%	15%	4%
CC(=O)c1ccc(N2CCN(S(=O)(=O)c3c(C(=O)N4CCCC4)c(C)n(C)c3C)CC2)cc1	7%	3%	-18	-15%	4%	0	-13	-2%	-4%	10%	-5%
CC(=O)Nc1nc(-c2ccccc2)ns1	14%	13%	12	-2%	2%	0	11	15%	-12%	43%	?
CN(CC(=O)Nc1ccc(F)cc1)CC(=O)Nc1ccc(F)c(F)c1F	-5%	-1%	-15	-6%	-5%	2	1	-6%	6%	-6%	-2%
Cn1cccc1-c1cc(C(=O)N/N=C/c2ccccc2Cl)[nH]n1	?	?	-9	2%	3%	-3	-12	?	?	19%	19µM*
CCc1csc(CCNC(=O)C2CCC(=O)N(Cc3ccccc3F)C2)n1 (centres undefined)	0%	-2%	6	-2%	0%	0	3	1%	-4%	-11%	4%
O=C(CN1C(=O)COc2ccc(Cl)cc21)NCC1CCCO1 (centres undefined)	7%	?	-14	-8%	7%	2	2	18%	1%	-10%	-2%
Cc1ccc(C(C)C)c(OCC(O)CN(C)Cc2ccccc2)c1 (centres undefined)	-7%	-5%	-21	1%	2%	-2	-8	-11%	-21%	26%	1%
CCOCCc1nnc(NC(=O)CCC2CCCCC2)s1	1%	0%	16	-5%	-4%	0	2	-3%	.	.	-2%
CC(=O)Nc1cccc2c1C(=O)NC2=O	3%	3%	-10	6%	-3%	1	.	4%	-5%	0%	0%
C/C(CC(=O)NCCc1ccccc1)=N\NC(=O)COc1ccc(Br)cc1	3%	2%	-6	4%	-11%	5	-5	2%	5%	-16%	0%
O=C(NCC1CCCO1)c1onc(CSc2cccc(Cl)c2)c1C(=O)O (centres undefined)	-2%	-10%	-22	4%	3%	14	8	2%	-8%	-3%	-20%
CCOc1ccccc1-n1c(SCC(=O)Nc2ccc(CC)cc2)nc2n[nH]c(C)c2c1=N	4%	-3%	7	16%	-8%	-1	-5	-17%	?	?	3%
Cc1ccc(C2=NCCn3c2c2ccccc2[n+]3[O-])cc1	4%	-4%	-90*	16%	9%	.	.	2%	.	.	-1%
O=c1ccc(/C=C/c2ccccc2)nn1Cc1ccc(Cl)cc1Cl	0%	-6%	11	-3%	-1%	0	-14	2%	7%	18%	-2%
COc1ccc(S(=O)(=O)Cc2ccc(C(=O)N3CCC(C(N)=O)CC3)o2)cc1	-3%	14%	4	3%	4%	0	-5	1%	0%	-19%	0%
N#CC1=C(N)SC(N)=C(C#N)C1c1ccc(C(F)(F)F)cc1	-2%	-8%	.	.	-8%	-24	.	4%	-4%	8%	2%
O=C(NC(=S)Nc1ccc(Cc2ccncc2)cc1)c1ccccc1F	2%	-1%	7	-3%	2%	-7	-11	-4%	?	?	?
COC(=O)c1c(C(C)=O)cnc2ccc(Br)cc12	0%	10%	-5	7%	1%	-3	2	-3%	-1%	1%	2%
COc1ccc(-n2c(Cn3c(=O)sc4ccccc43)nnc2SC)cc1	3%	0%	-3	4%	15%	2	-4	0%	-1%	-16%	1%
CC(C)(C)c1ccc(/C=C/C(=O)Nc2ccncc2)cc1	16%	1%	9	-12%	-1%	2	?	0%	?	?	4.8µM*
O=C(Cc1c(F)cccc1Cl)NNC(=O)c1ccco1	1%	.	-3	3%	0%	.	4	.	.	.	.
O=C(COC(=O)/C=C/c1ccc(OC(F)F)cc1)Nc1ccc(N2CCOCC2)cc1	0%	2%	7	-6%	2%	.	-6	-5%	.	.	3%
CCOc1ccc(NC(=O)Cc2cccc3ccccc23)c([N+](=O)[O-])c1	-1%	-5%	-16	6%	-1%	0	-9	-7%	?	9%	5%
O=C(Nc1cc(C(F)(F)F)ccc1N1CCOCC1)c1ccc2ccccc2n1	2%	10%	5	6%	2%	-18	6	24%	-9%	11%	?
Cc1nc2ccc(Cl)cc2[nH]1	.	.	20	-5%	.	.	-2	.	-8%	15%	.
CC(NC(=O)C12CC3CC(CC(C3)C1)C2)C(=O)N/N=C/C1=C(N2CCOCC2)C(=C\c2ccccc2)/CC1 (centres undefined)	-5%	-5%	6	9%	0%	0	-17	-6%	-4%	21%	-1%
O=C(NCc1cccnc1)C(=O)NCC(c1ccco1)N1CCN(c2ccc(F)cc2)CC1 (centres undefined)	1%	-3%	-2	-1%	0%	-7	-11	-8%	-10%	-17%	5%
COc1cccc(CNC(=O)Cn2nc([N+](=O)[O-])c(Br)c2C)c1	-3%	-1%	-20	-1%	-18%	0	-1	0%	-16%	30%	1%
O=C(NC1CCCc2c1cnn2-c1ccccc1F)c1ccccc1N1CCOCC1 (centres undefined)	-6%	2%	23	3%	-2%	.	-9	0%	-3%	2%	-3%
O=C1C(N2CCOCC2)=C(n2nnc3ccccc32)C(=O)c2ccccc21	-34%[inhibitor]	-25%	-21	-16%	-9%	-41*	1	-36%[inhibitor]	5.6µM*	5µM*	-7%
Cc1cc(C)n(-c2ccc(C(=O)N3CCc4ccccc43)cc2)n1	1%	29%	-17	-4%	1%	1	-11	21%	-24%	23%	-18%
CCOC(=O)c1nnn(-c2nonc2N)c1-c1ccccc1	-2%	0%	8	.	-2%	-3	0	-1%	-4%	20%	0%
C=CCOC(=O)C1=C(C)N=C2SCCC(=O)N2C1/C=C/c1ccccc1 (centres undefined)	-4%	-20%	-28	18%	-11%	-3	4	2%	-2%	-38%	-1%

Source: PubChem (National Center for Advancing Translational Sciences (NCATS))
